# Cav32 inh: Cav3.2 calcium influx blockers – cell-based, Fluo-4 calcium fluorescence, FDSS, MLSMR library, primary screen. AID 449739, 2010. B-score at 10 µM. actives 4% (n = 100,000). Voltage-dependent T-type calcium channel subunit alpha-1H (Homo sapiens), O95180. Cav3.2-expressing cells; hits give low values;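 active = single-dose well whose peak fluorescence ratio is a statistical outlier from its plate by either plate-standardised score or position-corrected B-score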
# Active calls of the source: *.
SMILES,Cav32 inh
C(/C=C/C=C/Nc1ccccc1)=Nc1ccccc1,-5.02*
Cc1cccc(NC(=O)c2ccc([N+](=O)[O-])o2)n1,0.07
COC(=O)c1ccc(C)c(NS(=O)(=O)c2ccc(C)c([N+](=O)[O-])c2)c1,-5.46*
Cn1c(SCc2cccc(Cl)c2)nc(C(F)(F)F)cc1=O,-0.771
Cc1nn2c(-c3ccc(Cl)cc3)ccnc2c1-c1ccccc1,-0.789
c1ccc(OCCCn2nnc(-c3ccncc3)n2)cc1,-0.0484
O=C(COC(=O)C1c2ccccc2Oc2ccccc21)Nc1ccc2c(c1)OCO2,-4.27*
CCN1CCN(/C=N/c2nc(C)cs2)CC1,-1.33
CC(=O)c1cccc(NC(=O)N[C@@H](CC(C)C)C(=O)O)c1,0.36
CCOC(=O)c1sc(=S)n2c1[nH]c(=O)c1ccc(C(=O)OC)cc12,0.592
CN1CCN(c2ccc([N+](=O)[O-])cc2NC(=O)c2ccccc2)CC1,0.153
COc1ccnc(CS(=O)c2nc3cc(OC(F)F)ccc3[nH]2)c1OC (stereo not given),-0.0586
Cc1ccc(-c2nc3sc4c(c3c(=O)n2N)CC(C)(C)OC4)cc1,-0.633
Cc1ccc(N=C(c2cccs2)N2CCOCC2)cc1,0.033
CC(C)(C)c1cc(S(=O)(=O)CCc2ccccn2)cc(C(C)(C)C)c1F,-4.01*
Cc1nc(SCC(=O)Nc2c(C)n(C)n(-c3ccccc3)c2=O)[nH]c(=O)c1Cc1ccccc1,-0.0221
COc1cnn(-c2ccccc2)c(=O)c1SCc1ccc(Cl)c(Cl)c1,-4.49
Fc1ccc(Cc2nnc(-c3cccs3)o2)cc1,-0.103
O=C(COC(=O)Cc1cn2ccsc2n1)NC12CC3CC(CC(C3)C1)C2,1.17
CCS(=O)(=O)Nc1ccc(NC(C)=O)cc1,0.00337

# The last 2 entries of the part above lead into the next:
SMILES,Cav32 inh
O=C(COC(=O)Cc1cn2ccsc2n1)NC12CC3CC(CC(C3)C1)C2,1.17
CCS(=O)(=O)Nc1ccc(NC(C)=O)cc1,0.00337
Cc1nc(C(=O)Nc2ccccc2Cl)cc2c1[nH]c1ccccc12,-0.0864
CCN(CC)C(=O)CSc1nc2ccccc2c(=O)n1-c1cccc(OC)c1,-0.241
O=C(NCc1ccco1)c1cc2n(n1)C(C(F)(F)F)CC(c1ccc(Cl)c(Cl)c1)N2 (stereo not given),0.026
CCOC(=O)C(C)(C)Sc1nc2c(cnn2-c2ccc(C)cc2)c(=O)[nH]1,-1.31
CCOC(=O)c1c(N)n[nH]c1-c1ccccc1,-0.707
Cc1nccn1CCC(=O)O,-0.0974
O=C1CS/C(=C/C(=O)c2ccccc2)N1,1.57
Cc1cc(NC(=O)CSc2nc(-c3ccccc3)c(C#N)c(=O)[nH]2)no1,0.2
Cc1[nH]c(C)c2c(=O)n(-c3ccccc3)ncc12,-0.152
COCCn1c(SCC(=O)c2[nH]c(C)c(C(C)=O)c2C)nc2ccccc21,0.68
CC(C)CCn1c(N2CCC(C(N)=O)CC2)nc2c1c(=O)[nH]c(=O)n2C,0.54
CCNCCNC(=O)c1c(O)c2cccc3c2n(c1=O)CCC3,1.69
Cc1cc(C)nc(N2CCCC(C(=O)Nc3ccc4c(c3)OCO4)C2)n1 (stereo not given),-0.206
O=C(Cn1nc(-c2ccccc2)c2ccccc2c1=O)Nc1ccccn1,-1.28
Cc1cc(C(=O)OCC(=O)N2CCN(C(=O)c3ccco3)CC2)c(C)n1-c1ccc(F)cc1,-0.686
COc1ccc(OCC(=O)Nc2ccccc2OC(F)F)cc1,0.00425
CC1(C)CC(=O)C=C(NCc2cccs2)C1,0.182
CCCOC(=O)c1ccc(-n2nnnc2SCC(=O)N2CCCCC2)cc1,-0.629
O=C(O)CCc1ccc(-c2ccc(F)cc2)n1Cc1ccco1,-0.426
O=C(CC12CCC(CC1)C2)NCc1ccc2c(c1)OCO2,1.02
Cc1cc(Nc2ccc(F)cc2)n2nc(C)nc2n1,0.631
CCn1cc(C(=O)N2CCN(Cc3ccc4c(c3)OCO4)CC2)c(=O)c2ccc(C)nc21,1.08
O=C(CSc1nnnn1-c1cccc2ccccc12)N1CCOCC1,-0.0935
CCc1nnc(NC(=O)c2ccc(S(=O)(=O)N3CCOCC3)cc2)s1,0.43
CCCNC(=O)NS(=O)(=O)c1cnccc1Sc1ccc(Cl)c(Cl)c1,1.31
COc1ccccc1C(=O)Nc1nc(-c2ccc3c(c2)OCCO3)cs1,0.247
COc1ccc(C(=O)N[C@H](C(=O)NCC2CCCCC2)C(C)C)cc1,-1.36
CCC1CCCCN1C(=O)CSc1nnc(-c2ccco2)o1 (stereo not given),-0.0194
CCCn1c(SCC(=O)c2ccc3c(c2)OCCO3)nc2c1c(=O)n(C)c(=O)n2C,-0.774
CN(C)S(=O)(=O)c1ccc(C(=O)Nc2ccccc2OC(F)(F)C(F)F)cc1,-2.4
CCOC(=O)N1CCN(c2nc(-c3ccco3)cc(C(F)(F)F)n2)CC1,-0.732
O=C(Nc1nnc(-c2ccc3c(c2)CCCC3)o1)C1COc2ccccc2O1 (stereo not given),-4.88*
CCC(C)NC(=O)Cn1cccc1C(=O)c1ccccc1 (stereo not given),0.457
O=C(NC1CCCCC1)c1ccc(Br)o1,1.8
CCCCNCCOCCOc1ccc(C)cc1[N+](=O)[O-],0.707
O=C(Nc1ccccc1C(=O)N/N=C/c1ccc(F)cc1)c1ccccc1Br,0.949
CC(C)COc1ccc(CNC(=S)NCc2ccccc2)cc1,-5.63*
COc1ccc(-c2nnc(SC(C)C(=O)Nc3nccs3)n2Cc2ccccc2)cc1OC (stereo not given),-2.58
CCOc1ccc(C2C(C(=O)C3CC3)N3C=C(C#N)C=CC3C2(C#N)C#N)cc1 (stereo not given),0.852
CCCC(=O)Nc1ccc(-c2nc3cc(C)c(C)cc3o2)cc1,0.0124
CCOc1cc(CNC(C)(C)CO)cc(Br)c1OCc1ccc(Cl)cc1Cl,-0.624
CCN(CCCc1ccccc1)CCCc1ccccc1,-0.39
CCNc1nc(N)nc(Oc2ccc(OCCOc3ccc(Cl)cc3Cl)nn2)n1,-0.00408
N#CC1=C(N)SC(N)=C(C#N)C1CCc1ccccc1,-2.34
Cc1cc2n(n1)SC(Nc1ccccc1)N2 (stereo not given),0.0389
COc1ccc(S(=O)(=O)N2c3cc(C)ccc3OCC2C(C)(C)C)cc1 (stereo not given),-3.28
C=C(C)Cn1c(SCC(=O)O)nc2c1c(=O)[nH]c(=O)n2C,-0.0225
CCCc1[nH]nc2c1C(c1cccc(OC)c1)C(C#N)=C(N)O2 (stereo not given),0.467
Brc1ccccc1-n1nnc(-c2ccnc3ccccc23)n1,0.774
O=C(CSc1nc(-c2ccccc2)c(-c2ccccc2)o1)Nc1nncs1,-1.18
CC(C)n1nnnc1SCC(=O)Nc1ccc2c(c1)OCO2,0.644
CCCCCOC(=O)C1=C(C)Nc2nnnn2C1c1ccc(OC)c(OC)c1OC (stereo not given),-2.11
Cn1c(COc2ccccc2)nnc1SCC(=O)c1cccc([N+](=O)[O-])c1,-0.137
C=CCNC(=O)C1CC(=O)N(c2ccc(Br)cc2)C1 (stereo not given),0.248
O=C(c1ccc(S(=O)(=O)N2CCOCC2)cc1)N1CCCc2ccccc21,-1.9
COc1ccc(/C(CC2(O)C(=O)Nc3ccccc32)=N\O)cc1 (stereo not given),0.58
Cc1cc2nncn2c2ccccc12,0.85
CC1(C)OC(=O)N(c2ccccc2)C12C=Cc1cc(Br)ccc1O2 (stereo not given),-6.2*
N/C(COc1ccccc1)=N\NS(=O)(=O)c1ccccc1,0.542
CN(c1ccc(OCC(=O)N2CCC(C(N)=O)CC2)cc1)S(=O)(=O)c1cccs1,-0.749

# Rewritten tab-delimited: entries from further up
smiles	Cav32 inh
CCCc1[nH]nc2c1C(c1cccc(OC)c1)C(C#N)=C(N)O2 (stereo not given)	0.467
CCCCCOC(=O)C1=C(C)Nc2nnnn2C1c1ccc(OC)c(OC)c1OC (stereo not given)	-2.11

# Further compounds:
SMILES,Cav32 inh
CCOc1cc(N2CCOCC2)c(OCC)cc1NS(=O)(=O)c1ccc(Cl)s1,-3.66
CC(C)=CC(=O)Nc1ccccc1C(N)=O,0.618
CCOC(=O)c1c(C)n(C)c2ccc(OCC(N)=O)cc12,-0.701
CCOc1cc(C2C(C#N)=C(N)Oc3n[nH]c(CC)c32)ccc1OCCN1CCOCC1 (stereo not given),1.88
Cc1nn(-c2ccccc2)c2c1C(c1ccc(F)cc1F)C(C#N)=C(N)O2 (stereo not given),0.162
CC(C)OC(=O)c1ccc(NC(=O)C2C3CC4OC(=O)C2C4C3)cc1 (stereo not given),0.6
CCn1c(SCC(=O)Nc2nccs2)nnc1-c1ccccc1,0.462
CCc1ccc(CNc2ccc3c(c2)ncn3C)cc1,1.01
Cc1ccc(NC(=O)N2CCC(O)(c3ccc(Cl)cc3)CC2)cc1,-4.27*
CCOC(=O)c1cnc2c(Cl)c(Cl)ccc2c1N1CCN(C)CC1,2.24
O=C(NC1CCCC1)C(c1ccccn1)N(C(=O)c1csnn1)C1CCCCC1 (stereo not given),1.58
Cc1ccc(O)c(CC(C)C)n1,0.65
CCOC(=O)CSc1nc(CC)nc2ccccc12,0.347
COc1ccc(Cl)cc1NC(=O)CCN1CCN(c2ccccc2C)CC1,0.748
O=C(Nc1cccc(C(F)(F)F)c1)C1CCCN1S(=O)(=O)c1cccc2cccnc12 (stereo not given),-3.21
O/N=C/c1ccc(OCC(O)COc2ccc(/C=N/O)cc2)cc1,0.307
COC(=O)c1ccc2c(=O)n(CCCCCC(=O)N3CCN(c4ccc(F)cc4)CC3)c(=O)[nH]c2c1,-0.873
CC(C)(C)[C@H]1C=C(C(=O)N2CCN(Cc3ccccc3)CC2)O[C@@H](OCCCCO)C1,0.185
Cc1cccc(NC(=O)CCS(=O)(=O)c2cccc3nsnc23)c1C,0.726
COc1ccc(C2N(C(=O)c3ccccc3)CCN2C(=O)c2ccccc2)cc1,0.137
CC(=O)/C(C#N)=C1\NC(=O)C(Cc2ccccc2Cl)S1 (stereo not given),-1.6
CCCNC(=O)C(NS(=O)(=O)c1cccc2nsnc12)c1ccccc1 (stereo not given),0.561
CCSc1nc2ccccc2n1Cc1nc(N)nc(N(C)C)n1,-0.126
CCCC(=O)Nc1cc2c(cc1C(=O)c1ccccc1)OCCO2,-0.459
Cc1ccc(SCC2(O)CCN(S(=O)(=O)c3ccc(Cl)cc3)CC2)cc1,-6.15*
Cc1cc(C)n2nc[n+](C)c2n1,0.127
CCn1c(CCNC(=O)c2cccs2)nnc1SCC(=O)NC1CCCCC1,0.528
COc1ccc(OC(=O)c2cn(C)nc2C(F)(F)F)cc1,0.363
CCc1cc(C(=O)COc2ccccc2F)c(O)cc1O,-8.98*
CCC(CCC(=O)Nc1ccn(-c2ccccc2)n1)C(=O)O (stereo not given),0.000512
Cc1cc(C(=O)NCCC2=CCCCC2)no1,0.195
Cc1ccc(C2C(C#N)=C(N)Oc3n[nH]c(-c4cccs4)c32)cc1 (stereo not given),1.17
Cc1cc(C)nc(SCc2nnc(SCC(=O)N3CCCc4ccccc43)n2C)n1,0.97
CS(=O)(=O)Cc1nc2ccccc2oc1=O,-0.688
CC1(C)CC(N2CCN(c3ccccc3)CC2)=CC(=[N+]2CCCC2)C1,0.0445
O=C(O)C12CC3CC(C1)CC(n1cnc(Cl)n1)(C3)C2,-0.0123
OC(COc1ccc2c(c1)OCO2)CN1CCc2ccccc2C1 (stereo not given),-0.578
Cc1ccc(CN2CCS(=O)(=O)CC2)cc1,0.268
CCOC(=O)c1sc(=S)n(CC)c1N,0.477
CC(C)(Oc1ccc(Cl)cc1)C(=O)OCC(=O)N1CCCC1,-0.104
Cc1ccc(-c2nnn(CC(=O)N(Cc3cccs3)C(C(=O)NC(C)(C)C)c3ccco3)n2)o1 (stereo not given),-4.76
COc1cc(CNCCc2ccc(F)cc2)ccc1OCc1ccc(Cl)nc1,-1.55
Cc1cccc(NC(=O)CCNS(=O)(=O)c2cccc3nsnc23)c1,0.726
Cc1ccc(C(=O)CNc2ccc(Br)cc2)cc1,0.537
CN1/C(=C\C(=O)COC(=O)C2COc3ccccc3O2)C(C)(C)c2ccccc21 (stereo not given),-0.0029
O=C(c1ccccc1CCc1ccccc1)N1CCOCC1,-0.0528
Cc1cc(C)c(NC(=O)CCCOC(=O)C2=COCCO2)c(C)c1,-0.17
Nc1c(Cl)cc(-c2csc(N3CCCC3c3nc4cc(Cl)c(N5CCCCC5)cc4n3CCOCCO)n2)cc1Cl (stereo not given),-0.626
CCN1CCN(C(=O)CSc2cc(=O)n(CC)c3ccccc23)CC1,-0.404
CC(=O)OCCCCON1C(=O)c2ccccc2C1=O,0.462
C=CCn1c(=O)c(C(=O)NCCN(CC)CC)c(O)c2ccccc21,1.03
Fc1ccccc1NC(=S)N/N=C/c1ccccc1Br,-0.503
O=C(O)c1ccccc1NC(=S)NC(NC(=O)c1ccccc1[N+](=O)[O-])C(Cl)(Cl)Cl (stereo not given),0.353
Cn1c(=O)c2ncn(CC(=O)Nc3ccc4c5c(cccc35)CC4)c2n(C)c1=O,-0.823
O=C(NCCN=C1NS(=O)(=O)c2ccccc21)c1ccco1,0.953

# 7 entries out of the list above, arranged by the number in Cav32 inh, low to high.
SMILES,Cav32 inh
CCc1cc(C(=O)COc2ccccc2F)c(O)cc1O,-8.98*
Cc1ccc(SCC2(O)CCN(S(=O)(=O)c3ccc(Cl)cc3)CC2)cc1,-6.15*
CCCOC(=O)c1ccc(-n2nnnc2SCC(=O)N2CCCCC2)cc1,-0.629
Cc1cc(C)c(NC(=O)CCCOC(=O)C2=COCCO2)c(C)c1,-0.17
COc1ccc(OCC(=O)Nc2ccccc2OC(F)F)cc1,0.00425
CCOC(=O)c1sc(=S)n2c1[nH]c(=O)c1ccc(C(=O)OC)cc12,0.592
Cc1cccc(NC(=O)CCNS(=O)(=O)c2cccc3nsnc23)c1,0.726

# Source: PubChem BioAssay (Vanderbilt High Throughput Screening Facility)

# An excerpt; the hit share may differ from the screen's.
